High-throughput results deposited in PubChem by National Center for Advancing Translational Sciences (NCATS).
HepG2 viability – kills HepG2 cells in TGF-b inhibitor counter-screen; 410,000 tested, 0.76% active; AID 588856; Potency, µM (doses to about 46.1 µM), without a hit: at the top dose activity change, negative = cytotoxicity, hits mostly cytotoxic; HepG2 CAGA-GFP viability, ATP luminescence, 18 h; further: potency means the concentration at half of the fitted maximal effect; some results filed as inactive show a strong effect at the top dose
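HepG2 CAGA-GFP cells (1000/well, DMEM with 1% FBS) received compound, then TGF-beta at 500 pg/mL final, and were incubated 18 hours at 37 degrees C. Viability was read by CellTiter-Glo luminescence. Media-only wells were set as complete cell-killing and DMSO as no toxicity.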
Nrf2 block – Nrf2 pathway inhibition; A549 ARE-Fluc reporter, luciferase luminescence, 18-24 h; Potency, µM (series often up to 46 µM), inactives show at the top dose activity change, negative = inhibition, usual class: inhibitors; 360,000 tested, 2.1% active; AID 504444; further: potency means the concentration at half of the fitted maximal effect; on the % scale 0 is the no-effect control and ±100 the full control effect; nearly all actives have a fitted effect of over 60% in size
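Reporter: ARE-Fluc in A549. Exposure: 18-24 h, 37 °C, 5% CO2, 5% FBS OPTI-MEM. Readouts: fluorescent cytotoxicity (CellTiter-Fluor), then luminescent Nrf2 signal after BugLite.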
Nrf2 ARE act – Nrf2 pathway activation; AREc32 ARE-luciferase reporter (MCF7-derived line), luminescence, 24 h; Potency, µM (titrated, usually from 46.1 µM), without a hit: at the highest dose activation, usual class: activators; 410,000 tested, 0.31% active; further: potency means the concentration at half of the fitted maximal effect; % of control where 0% means no effect; nearly all actives have a fitted effect of over 65% in size
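Luminescent ARE reporter assay in AREc32_Fluc cells: overnight plating at 37 deg C, 24 hr compound incubation, Steady-Glo added, 30 min RT before reading.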
IL2 activator – activators of IL-2 | 360,000 tested, 0.065% active | IL-2 activation reporter assay, cell-based qHTS; stimulated with anti-CD3/CD4/CD28 beads; in transgenic mouse T cells | activation, % (series mostly up to about 46 µM) | AID 652025; in the data active means activation above about 50%; inconclusive means mostly about 30% to 49%; further: 0% is about no effect
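Quantitative HTS in unstimulated transgenic mouse T cells, with memory T cells as non-tolerant control and PMA/ionomycin as tolerance-bypass control. Compound pretreatment lasted 60 minutes before 18 h bead stimulation; EGFP/DsRed fluorescence read.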
A549 tox – counter-screen for Nrf2 inhibitors: cytotoxicity in A549 cells | Potency, µM (top dose mostly 46 µM), inactives show at the top dose activity change, negative = cytotoxicity, usual class: inhibitors | AID 504648 | 390,000 tested, 0.16% active | A549 ARE-Fluc cells, CellTiter-Fluor viability, 18-24 h; further: potency means the concentration at half of the fitted maximal effect; on the % scale 0 is the no-effect control and ±100 the full control effect
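A549 ARE-Fluc cells in 5% FBS OPTI-MEM, 5000 cells/well, rested 2 h then exposed to compounds in concentration-response for 18-24 h at 37 °C. Viability by CellTiter-Fluor fluorescence (Ex 405/Em 525) after 30 min; luciferase luminescence (BugLite, 15 min, RT) read afterwards.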
EPAC2 agonist – activates human EPAC2 exchange factor. Q8WZA2. EPAC2 activation, biochemical qHTS; response scale: 100% = 6.5 mM cAMP response. Potency, µM (titrated, usually from 154 µM), inactives show top-dose activation, hits mostly activators. 360,000 tested, 0.079% active; further: potency means the concentration at half of the fitted maximal effect; nearly all actives have a fitted effect of over 50% in size
Target sequence (Q8WZA2 whole entry, looked up): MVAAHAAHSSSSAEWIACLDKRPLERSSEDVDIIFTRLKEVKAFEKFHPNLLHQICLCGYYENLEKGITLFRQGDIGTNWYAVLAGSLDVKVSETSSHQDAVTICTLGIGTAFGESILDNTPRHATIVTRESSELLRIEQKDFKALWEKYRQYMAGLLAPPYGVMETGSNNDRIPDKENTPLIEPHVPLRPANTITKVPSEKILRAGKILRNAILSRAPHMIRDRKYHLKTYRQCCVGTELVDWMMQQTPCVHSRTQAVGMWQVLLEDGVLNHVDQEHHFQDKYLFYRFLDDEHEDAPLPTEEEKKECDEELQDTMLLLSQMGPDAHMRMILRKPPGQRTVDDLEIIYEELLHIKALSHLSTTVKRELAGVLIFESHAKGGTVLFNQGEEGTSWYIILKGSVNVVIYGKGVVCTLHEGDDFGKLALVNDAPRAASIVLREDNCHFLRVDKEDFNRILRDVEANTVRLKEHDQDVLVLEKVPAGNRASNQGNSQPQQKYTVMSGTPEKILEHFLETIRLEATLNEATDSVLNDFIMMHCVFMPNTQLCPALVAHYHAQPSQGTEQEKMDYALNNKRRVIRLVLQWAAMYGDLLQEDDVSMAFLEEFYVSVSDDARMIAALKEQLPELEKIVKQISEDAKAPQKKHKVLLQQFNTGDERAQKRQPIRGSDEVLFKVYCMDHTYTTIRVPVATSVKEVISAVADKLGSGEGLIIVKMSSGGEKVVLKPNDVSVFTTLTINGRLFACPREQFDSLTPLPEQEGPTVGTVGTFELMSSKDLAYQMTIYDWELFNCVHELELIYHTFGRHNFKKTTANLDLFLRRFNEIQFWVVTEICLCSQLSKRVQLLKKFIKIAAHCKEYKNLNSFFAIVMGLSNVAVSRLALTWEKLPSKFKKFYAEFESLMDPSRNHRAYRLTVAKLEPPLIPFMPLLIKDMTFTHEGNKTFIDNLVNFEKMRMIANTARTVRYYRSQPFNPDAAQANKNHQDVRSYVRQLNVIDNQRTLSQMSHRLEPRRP
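qHTS, titration series. 100 nM EPAC2 / 250 nM Rap1B-BODIPY-GDP / 50 uM GDP; RT; ex 480/em 540 nm, 5-min reads to 30 min. Norm. to 6.5 mM cAMP = activation.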
S2 tox – cell viability loss in ATXN counter-screen | S2 cells (HEK-293 line with an ATXN2-luciferase reporter) viability, CellTiter-Fluor protease fluorescence, 24 h | Potency, µM (titrated, usually from 56.7 µM), most hits filed as cytotoxic | 400,000 tested, 0.49% active | AID 651635; further: potency means the concentration at half of the fitted maximal effect; nearly all actives have a fitted effect of over 40% in size
TGFb inhibitor – inhibitors of TGF-b signaling | HepG2 CAGA-GFP TGF-b/SMAD3 reporter, GFP fluorescence, 18 h; TGF-beta stimulated, 500 pg/mL final | Potency, µM (top dose mostly 46.1 µM), for inactives: top-dose activity, negative = inhibition, hits mostly inhibitors | 410,000 tested, 1.2% active | AID 588855; further: potency means the concentration at half of the fitted maximal effect; on the % scale 0 is the no-effect control and ±100 the full control effect; nearly all actives have a fitted effect of over 65% in size
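Using HEPG2 CAGA-GFP reporter cells at 1000 cells/well, we pinned test compounds, stimulated with recombinant TGF-beta (500 pg/mL final) and measured total well GFP after 18 h.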
ATXN2 expr inh – ATXN2 expression inhibition; HEK-293 ATXN2-luciferase reporter, luminescence, 24 h; Potency, µM (series often up to 57 µM), without a hit: at the top dose activity change, negative = inhibition, usual class: inhibitors; 360,000 tested, 0.72% active; AID 1745845; further: potency means the concentration at half of the fitted maximal effect; on the % scale 0 is the no-effect control and ±100 the full control effect; nearly all actives have a fitted effect of over 55% in size
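qHTS (up to 57 uM final) was run with 24 h compound exposure of reporter cells at 37 °C. Each well was multiplexed: SteadyGlo luminescence measured ATXN2-luciferase expression after a fluorogenic Gly-Phe-AFC viability readout (25 uM final).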
An asterisk follows results filed as active; i = inactive; ? = inconclusive; . = no result given; & = joins results of further samples. Unless noted, the call rests on the fitted dose curve; in most records, active means well fitted curve in the direction sought with a large enough effect; inconclusive means small, poorly fitted or top-dose-only effect, or another doubt; inactive means no such curve, though single readings can be large; an effect the other way counts as inactive or inconclusive.

SMILES	HepG2 viability	Nrf2 block	Nrf2 ARE act	IL2 activator	A549 tox	EPAC2 agonist	S2 tox	TGFb inhibitor	ATXN2 expr inh
CC(NS(=O)(=O)c1ccc(Cl)cc1)C(=O)Nc1ccc2c(c1)OCCO2 (stereo not given)	-29.5%	0.4%	-0.3%	0.5	2.0%	6.5%	i	6.1%	-9.3%
Cc1nc(NCCc2cnc[nH]2)c2oc3ccccc3c2n1	-21.9%	3.1%	0.2%	-0.5	14.6%	0.9%	i	-6.7%	-1.3%
COC(=O)c1ccc(CN=C(NS(=O)(=O)c2ccccc2)c2ccccc2)cc1	-2.7%	?	-1.2%	0.1	-5.1%	1.5%	i	-1.0%	-0.5%
Cc1cc(C)cc(OCC(=O)Nc2ccc(-c3nc4ccccc4o3)cc2)c1	-18.0%	?	-0.4%	.	-7.8%	.	?	4.8%	-4.8%
CCCCn1nnc(NC(=O)c2ccc(-c3ccccc3[N+](=O)[O-])o2)n1	7.1%	13.5%	-0.6%	1.7	-3.2%	8.5%	?	-14.8%	.
Fc1ccc(CNc2ncnc3cc(Cl)ccc23)cc1	-49.0%	?	1.1%	-2.2	-10.4%	7.5%	i	?	-38.2%
Cc1ccc(NC(=O)C2C(C(=O)O)C3C=CC2C32CC2)cc1 (stereo not given)	-5.0%	-14.3%	0.4%	-1.1	-6.2%	-1.3%	?	-18.0%	5.3%
CCc1ccc(N(C(=O)CNC(=O)c2cccs2)C(C(=O)NC(C)(C)C)c2cc(OC)c(OC)c(OC)c2)cc1 (stereo not given)	-2.5%	0.2%	-0.5%	-1.6	-12.6%	-9.2%	i	2.6%	8.3%
C[C@H](NC(=O)c1nc[nH]c1C(=O)N[C@@H](CCCCN)C(=O)OC(C)(C)C)C(=O)OCc1ccccc1	-9.0%	-0.2%	-0.6%	-0.7	-0.1%	-3.6%	i	-6.7%	1.5%
COc1ccccc1C(=O)Nc1ccc(C(=O)c2ccccc2)cc1	-0.1%	?	1.9%	-0.4	-2.5%	15.4%	i	3.5%	17.8%
CCOc1ccccc1NC(=O)c1nc[nH]c1C(=O)Nc1ccccc1OCC	1.3%	-20.3%	-0.5%	-0.9	-18.7%	-4.4%	i	-6.1%	-10.8%
CCOC(=O)c1c[nH]c2c(C)ccc(Cl)c2c1=O	-23.7%	25.4%	3.7%	0.5	-3.2%	-2.0%	i	-27.4%	21.6%
COc1ccccc1S(=O)(=O)CC(O)COc1ccc(F)cc1Cl (stereo not given)	-11.1%	3.9%	3.8%	1.5	1.4%	14.8%	i	-1.0%	-25.7%
CCCC(=O)Nc1nc(-c2ccc(Cl)s2)cs1	-15.0%	19.8%	?	-0.1	4.6%	9.0%	i	-23.1%	7.7%
Nc1ccc2c(c1)Cc1cc(N)c(Cl)cc1-2	-11.2%	-18.5%	2.7%	-2.8	-13.2%	9.0%	i	-24.8%	27.4%

Pulled one by one from the entries so far (2):
SMILES	HepG2 viability	Nrf2 block	Nrf2 ARE act	IL2 activator	A549 tox	EPAC2 agonist	S2 tox	TGFb inhibitor	ATXN2 expr inh
COc1ccccc1S(=O)(=O)CC(O)COc1ccc(F)cc1Cl (stereo not given)	-11.1%	3.9%	3.8%	1.5	1.4%	14.8%	i	-1.0%	-25.7%
Cc1ccc(NC(=O)C2C(C(=O)O)C3C=CC2C32CC2)cc1 (stereo not given)	-5.0%	-14.3%	0.4%	-1.1	-6.2%	-1.3%	?	-18.0%	5.3%

Next part.
SMILES	HepG2 viability	Nrf2 block	Nrf2 ARE act	IL2 activator	A549 tox	EPAC2 agonist	S2 tox	TGFb inhibitor	ATXN2 expr inh
O=C(Cc1ccccc1Cl)NCc1cccnc1	-33.5%	-3.1%	-0.3%	-0.2	-4.6%	14.2%	i	0.9%	-28.0%
Cc1ccc(CNC(=O)C2CCCN(S(=O)(=O)c3ccc(F)cc3)C2)cc1 (stereo not given)	-31.0%	6.0%	-0.2%	-0.8	7.4%	14.2%	i	1.1%	-1.7%
CCCOc1ccccc1OCC(=O)Nc1ccc(S(=O)(=O)N2CCCC2)cc1	-6.5%	4.7%	-0.2%	-2.1	-5.1%	6.3%	i	-14.5%	-5.6%
COc1ccc(-c2csc(NC(=O)CN3C(=O)NC4(CCCC4)C3=O)n2)cc1	-13.3%	-5.6%	-0.3%	-0.6	-3.8%	2.5%	i	2.9%	-3.6%
O=C1/C(=C\c2ccc(-c3ccccc3[N+](=O)[O-])o2)C(c2ccccc2)=NN1c1ccccc1	-1.8%	3.4%	-0.7%	-0.2	0.7%	-0.8%	i	-16.9%	2.9%
CCOC(=O)c1cc2sccc2n1Cc1ccccc1	-4.4%	9.7%	-0.2%	-0.7	0.4%	19.8%	i	4.3%	-1.2%
CC(C)OP(=O)(CCP(=O)(OC(C)C)OC(C)C)OC(C)C	3.1%	14.7%	0.4%	0.8	-3.8%	-8.2%	i	-5.2%	32.8%
CC(C)(/C=N/O)/[N+]([O-])=C/c1ccco1	-1.6%	18.1%	-0.7%	-0.2	15.2%	7.5%	i	-6.7%	4.9%
COc1ccccc1OCC(=O)Nc1ccc(S(=O)(=O)Nc2cc(C)on2)cc1	9.3%	2.7%	-0.6%	2.8	3.6%	4.3%	i	26.3%	-11.9%
CCOc1cc(N2CCOCC2)c(OCC)cc1NC(=O)Cc1cccc(OC)c1	-9.9%	.	-0.2%	-0.8	-0.4%	7.5%	i	9.0%	6.8%
CCCCN1C[C@H](C)[C@@H](CC(=O)NCc2ccccc2)C1=O	39.2%&26.7%	-3.7%	-1.3%	-2.9	-4.7%	6.8%	i	21.7%&-0.8%	1.5%

Nine structures out of the list, ordered by number of heavy atoms, largest number first:
SMILES	HepG2 viability	Nrf2 block	Nrf2 ARE act	IL2 activator	A549 tox	EPAC2 agonist	S2 tox	TGFb inhibitor	ATXN2 expr inh
O=C1/C(=C\c2ccc(-c3ccccc3[N+](=O)[O-])o2)C(c2ccccc2)=NN1c1ccccc1	-1.8%	3.4%	-0.7%	-0.2	0.7%	-0.8%	i	-16.9%	2.9%
CCOc1cc(N2CCOCC2)c(OCC)cc1NC(=O)Cc1cccc(OC)c1	-9.9%	.	-0.2%	-0.8	-0.4%	7.5%	i	9.0%	6.8%
COc1ccccc1OCC(=O)Nc1ccc(S(=O)(=O)Nc2cc(C)on2)cc1	9.3%	2.7%	-0.6%	2.8	3.6%	4.3%	i	26.3%	-11.9%
COc1ccc(-c2csc(NC(=O)CN3C(=O)NC4(CCCC4)C3=O)n2)cc1	-13.3%	-5.6%	-0.3%	-0.6	-3.8%	2.5%	i	2.9%	-3.6%
Cc1ccc(CNC(=O)C2CCCN(S(=O)(=O)c3ccc(F)cc3)C2)cc1 (stereo not given)	-31.0%	6.0%	-0.2%	-0.8	7.4%	14.2%	i	1.1%	-1.7%
CC(C)OP(=O)(CCP(=O)(OC(C)C)OC(C)C)OC(C)C	3.1%	14.7%	0.4%	0.8	-3.8%	-8.2%	i	-5.2%	32.8%
CCOC(=O)c1cc2sccc2n1Cc1ccccc1	-4.4%	9.7%	-0.2%	-0.7	0.4%	19.8%	i	4.3%	-1.2%
Nc1ccc2c(c1)Cc1cc(N)c(Cl)cc1-2	-11.2%	-18.5%	2.7%	-2.8	-13.2%	9.0%	i	-24.8%	27.4%
CC(C)(/C=N/O)/[N+]([O-])=C/c1ccco1	-1.6%	18.1%	-0.7%	-0.2	15.2%	7.5%	i	-6.7%	4.9%
